FECH inh: blocks human mitochondrial ferrochelatase activity. AID 1671448. calls only at 10 µM (by protocol). purified FECH, Ni-mesoporphyrin absorbance 550 nm. hit rate 3.3% among 20,000. P22830;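 active = enzyme reaction rate more than 3 SD below the solvent-only control wells on the same plate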;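 also: lower slope than DMSO wells means FECH inhibition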
Target sequence (P22830 whole entry, looked up): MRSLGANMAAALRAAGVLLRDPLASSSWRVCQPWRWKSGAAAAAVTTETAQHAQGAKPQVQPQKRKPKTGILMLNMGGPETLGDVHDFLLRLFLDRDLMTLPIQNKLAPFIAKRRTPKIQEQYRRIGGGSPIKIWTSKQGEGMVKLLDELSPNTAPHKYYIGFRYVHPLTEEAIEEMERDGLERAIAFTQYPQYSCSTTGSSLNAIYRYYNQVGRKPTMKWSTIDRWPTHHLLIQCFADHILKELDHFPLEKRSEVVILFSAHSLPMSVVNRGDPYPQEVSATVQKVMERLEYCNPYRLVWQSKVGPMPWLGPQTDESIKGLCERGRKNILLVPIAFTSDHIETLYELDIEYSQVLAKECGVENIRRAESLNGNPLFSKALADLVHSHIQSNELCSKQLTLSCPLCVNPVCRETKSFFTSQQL
Calls only; i = inactive; + = active, no number.

SMILES | FECH inh
CC(CCc1ccccc1)NC(=O)CC1CCN(S(=O)(=O)c2ccccc2)CC1 (configuration not stated) | i
CCC1C=CCN1C(=O)c1ccc(-c2ccn[nH]2)cc1 (configuration not stated) | i
COC(=O)c1cc(NC(=O)CN2c3ccc(F)cc3-c3ccccc3S2(=O)=O)cc(C(=O)OC)c1 | +
O=C(COc1ccccc1)NCCn1c(-c2ccncc2)nc2cccnc21 | i
CCCC(C)CN1CCC(n2cc(CN(C)C)nn2)CC1 (configuration not stated) | +
Cc1ccc(Nc2nc(N3CCN(c4ccccc4)CC3)nc3c2cnn3-c2ccccc2)cc1 | i
CNC(=O)c1ccc(Cn2c(=O)c3cc(OC)c(OC)cc3n(CC(=O)NC(C)C)c2=O)cc1 | i
COC(=O)c1c(NC(=O)c2sc3ccccc3c2Cl)sc2c1CCN(C)C2 | i
COc1ccc(OCC(=O)Nc2cc(C)nn2-c2ncnc3c2cnn3-c2ccc(Cl)cc2)cc1 | i
Cc1ccc(OCC(=O)Nc2cccc(OCc3cc(=O)n4ccc(C)cc4n3)c2)cc1 | i
CCN1CCN(Cc2cc(C(=O)N3CCN(C4CCCC4)CC3)no2)CC1 | i
Cc1cc(C)cc(NS(=O)(=O)c2cc(-c3ccc(=O)[nH]n3)ccc2Cl)c1 | i
Cc1cccnc1C(C)NC(=O)CSCc1ccccc1Cl (configuration not stated) | i
CCCNC(=O)C1CCN(c2ccc(-c3ccc(C)cc3)nn2)CC1 | i
c1ccc(Cn2cccn2)c(CN2CCC3(CCNCC3)CC2)c1 | i

In a second layout: entries from further up.
| smiles | FECH inh |
| --- | --- |
| CNC(=O)c1ccc(Cn2c(=O)c3cc(OC)c(OC)cc3n(CC(=O)NC(C)C)c2=O)cc1 | i |
| COC(=O)c1c(NC(=O)c2sc3ccccc3c2Cl)sc2c1CCN(C)C2 | i |
| COc1ccc(OCC(=O)Nc2cc(C)nn2-c2ncnc3c2cnn3-c2ccc(Cl)cc2)cc1 | i |
| Cc1ccc(OCC(=O)Nc2cccc(OCc3cc(=O)n4ccc(C)cc4n3)c2)cc1 | i |
| CCN1CCN(Cc2cc(C(=O)N3CCN(C4CCCC4)CC3)no2)CC1 | i |
| Cc1cc(C)cc(NS(=O)(=O)c2cc(-c3ccc(=O)[nH]n3)ccc2Cl)c1 | i |

Arranged by length of the SMILES (descending): some entries from above.
SMILES | FECH inh
CNC(=O)c1ccc(Cn2c(=O)c3cc(OC)c(OC)cc3n(CC(=O)NC(C)C)c2=O)cc1 | i
COc1ccc(OCC(=O)Nc2cc(C)nn2-c2ncnc3c2cnn3-c2ccc(Cl)cc2)cc1 | i
CCN1CCN(Cc2cc(C(=O)N3CCN(C4CCCC4)CC3)no2)CC1 | i

Remaining list, next part
SMILES | FECH inh
CCOc1ccc(CNC(=O)Cn2nc(N3CCN(c4ccc(F)cc4)CC3)ccc2=O)cc1 | i
CN(CC(=O)Nc1ccc(Cl)cc1F)CC1CC(=O)N(C2CCCC2)C1 (configuration not stated) | i
c1ccc(CN(CCN2CCOCC2)Cc2ccco2)nc1 | i
Cc1ccc(N2CC(NC(=O)Cc3ccc(Cl)cc3)CC2=O)cc1 (configuration not stated) | i
Clc1ccc(Nc2nc(NC3CCCCCC3)nc3c2cnn3-c2ccccc2)cc1 | i
CC(C)Cn1cncc1CNC1CCN(c2ccc3c(c2)OCO3)CC1 | i
COc1c(F)ccc(-c2n[nH]c(Cc3ccccc3)n2)c1F | i
Cc1ccc(-c2nc(NCCc3cccnc3)ncc2-c2ccc(N)nc2)cc1 | i
CS(=O)(=O)Nc1ccc(-c2cccc3ccsc23)cn1 | i
COc1ccc(Cn2c(CNC(=O)Cc3cccc([N+](=O)[O-])c3)nc3cccnc32)cc1 | i
CN(C)CCNC(=O)c1cc2n(n1)CCCN(c1ncccn1)C2 | i
Cc1ccccc1NC(=O)Cn1nc(N2CCN(c3ccc(F)cc3)CC2)ccc1=O | i
CC(C)NC(=O)C1CCC(Cn2c(=O)c3sccc3n(CC(=O)Nc3ccccc3)c2=O)CC1 (configuration not stated) | i
CCn1ccc2cc(-c3c(-c4ccccc4)ncn3CCC(N)=O)ccc21 | i
Cc1ccc(C2=CC(c3ccc(C)cc3)n3nc(NC(=O)c4cccc(C)c4)nc3N2)cc1 (configuration not stated) | i
CN(Cc1cnc(N)nc1)CC1(O)CCCN(CCc2ccccc2)C1=O (configuration not stated) | i
CC(C)C1CN(CCn2ccnc2)CCCN1Cc1ccc(F)cc1 (configuration not stated) | i
Cc1ccc(NC(=O)CN2CCN(Cc3ccc(Cl)cc3)S2(=O)=O)cc1C | i
COc1ccc2ccccc2c1CCNC1CCN(C(=O)C(C)C)CC1 | i
CNC(=O)c1ccc(C)c(-n2ccnc2-c2cccc(OCCO)c2)c1 | i
Cn1nnc2cc(C(=O)NCc3ccccc3-n3ccnc3)ccc21 | i
OC1CCN(c2ccnc(NCCc3ncc[nH]3)n2)CC1 | i
CCC(Nc1cccc(OC)c1)C(=O)N1CCC(C(=O)OC)CC1 (configuration not stated) | i
CN1CCN(c2cc(N(C)CCCn3cccn3)nc(N)n2)CC1 | i
Cc1ccc(NC(=O)CN2CCCN(Cc3cccc(F)c3)S2(=O)=O)c(C)c1 | i
CCC(C)(C)NS(=O)(=O)c1ccc2c(c1)CCN2C(=O)CCC(=O)N1CCOCC1 | i
CCC(CC)C(=O)NC1CC(=O)N(c2ccc(F)cc2)C1 (configuration not stated) | i
Cc1cc2nc(COc3ccc(Cl)cc3NC(=O)c3cccc(F)c3)cc(=O)n2o1 | i
Cc1nnc(NC(=O)c2ccc(=O)n(Cc3ccc(Cl)cc3)c2)s1 | i
CC(CN1CCOCC1)NC1CCN(C(=O)NC2CCCCC2)CC1 (configuration not stated) | i
CC(C)c1ccc(CC(=O)NCC2(C)CCN(C)C2)cc1 (configuration not stated) | i
COc1cccc(-c2cc(=O)[nH]c(SCc3nc(-c4ccccc4C)oc3C)n2)c1 | i
CCc1cnc(C)nc1-c1cccc(C)c1C | i
CCn1c(C2CCCN(S(=O)(=O)c3ccc(C)c(C)c3)C2)n[nH]c1=O (configuration not stated) | i
CCN(C)C(=O)c1cc(-c2cnn(C(C)(C)C)c2)nc2c(C)cccc12 | i
Cc1ccc(Nc2cc(C)nc(Nc3ccc(NC(=O)CCC4CCCCC4)cc3)n2)cc1 | i
CCc1ccc2c(c1)-c1ccccc1S(=O)(=O)N2CC(=O)NCCc1ccc(OC)c(OC)c1 | i
CC(NC(=O)c1ccc(Cn2ccnc2)o1)c1nc2c(s1)CCCC2 (configuration not stated) | i
Cc1nnc(NC(=O)NCC(c2ccccc2)c2ccccc2)s1 | i
CC1CCN(C(=O)COc2ccccc2-c2nccn2-c2cccnc2)CC1 | i
O=C(NC1CCCCC1)c1nc[nH]c1C(=O)NCc1ccccn1 | +
CC[C@@]1(C(=O)O)C[C@H](C(=O)N2CC=CCC2)[C@H](c2ccc(OC)cc2)N1C | i
CCC(NCC(=O)Nc1ccc(Cl)c(OC)c1)c1ccnn1C (configuration not stated) | i
C=CCNc1cc(CCC)nc2nc(-c3cccnc3)nn12 | i
Cn1c(=O)c(C(=O)Nc2ccc(Cl)cc2)nc2ccccc21 | i

Entries above that bear a hit mark in FECH inh.
SMILES | FECH inh
COC(=O)c1cc(NC(=O)CN2c3ccc(F)cc3-c3ccccc3S2(=O)=O)cc(C(=O)OC)c1 | +
CCCC(C)CN1CCC(n2cc(CN(C)C)nn2)CC1 (configuration not stated) | +
O=C(NC1CCCCC1)c1nc[nH]c1C(=O)NCc1ccccn1 | +

Additional compounds
SMILES | FECH inh
Cc1c(NCc2ccccn2)cccc1C(=O)N1Cc2ccccc2C1 | i
Cc1nnc(SCCCNC(=O)C2Cc3ccccc3CN2C)s1 (configuration not stated) | i
CCOC(=O)c1ccc2c(c1)NC(=O)C1CCCN21 (configuration not stated) | i
Cc1cc(C2CCC2)nc(N(C)Cc2cc(-c3ccccn3)no2)n1 | i
COc1cccc(Nc2nc(N3CCCCC3)nc3c2cnn3-c2ccccc2)c1 | i
Cc1nc2ncnn2c(Sc2ccccc2NC(=O)c2ccccc2Br)c1C | i
CCN(Cc1cnn(C)c1)C(=O)c1ccc(-c2ncn[nH]2)cc1 | i
Cc1n[nH]c(C)c1CCCN(C)c1cc(N(C)C)ncn1 | i
Cc1cccc(S(=O)(=O)NCc2nc3cccnc3n2C2CC2)c1 | i
CCCC(NC(=O)Cc1cc(C)no1)c1cccs1 (configuration not stated) | i
COc1ccc(S(=O)(=O)Nc2cnc(N3CCCCCC3)c(C(=O)O)c2)cc1Cl | i
CC(C)Cn1c(CN2CCC(=O)NCC2C)nc2ccccc21 (configuration not stated) | i
O=C(CSCc1nc(-c2ccccc2)no1)NCc1ccc2c(c1)OCO2 | i
COc1ccc(N2C(=O)CCS2(=O)=O)cc1S(=O)(=O)Nc1ccccc1Oc1ccccc1 | i
CN(C)CC1(O)CCCN(C(=O)CCc2ccc(N(C)C)cc2)CC1 (configuration not stated) | i
CCN1CC(NC(=O)c2cccc(-n3nc(C)cc3C)c2)CC1=O (configuration not stated) | i
COc1ccc(Nc2nc(N3CCCC3)nc3c2cnn3-c2ccccc2)cc1 | +
COc1cccc(NC(=O)N2CCN(c3cc(-c4cccc(OC)c4)ncn3)CC2)c1 | i
Cc1ccc(-c2nnc(-c3nc(NCCN4CCCC4)c4ccccc4n3)o2)cc1 | i
CCOc1ccccc1NS(=O)(=O)c1ccc2c(c1)CCN2C(=O)CCC(=O)N1CCCCCC1 | i
O=c1cc(CNc2ccccc2F)nc2nc(NCc3ccc(F)cc3)[nH]n12 | i
Cc1ncc(CN2CCCC2c2nc(-c3ccccc3)no2)[nH]1 (configuration not stated) | i
CC(c1ccc(-c2nnnn2-c2ccccc2)cc1)N1CCOCC1 (configuration not stated) | i
CN(C)S(=O)(=O)N1CCC(n2c(-c3ccccc3)nc3cccnc32)CC1 | i
COCCN(Cc1nccs1)Cc1cc2ccccc2[nH]c1=O | i
C=C(C)CN(CC)C(=O)[C@@H]1C[C@H](NC(=O)C2CCCCC2)CN1C | i
O=C(c1ccc(Oc2ccccc2)o1)N1Cc2cnn(CCO)c2C1 | i
O=C(c1csc(S(=O)(=O)N2CCN(CCOc3ccc(Cl)cc3)CC2)c1)N1CCCC1 | i
Cc1ccc(C2=CC(c3c(F)cccc3Cl)n3nc(NC(=O)c4cccnc4)nc3N2)cc1 (configuration not stated) | i
CC(C)c1cc(C(=O)N2CCCCC2CCN2CCOCC2)on1 (configuration not stated) | i
O=C(NCc1cccs1)C1CCN(c2ccc(-c3cccs3)nn2)CC1 | i
CN(Cc1cccc2cnccc12)S(=O)(=O)NCc1ccccc1 | i
Cn1c(=O)n(C)c2cc(CNc3nccc(N4CCCC(O)C4)n3)ccc21 (configuration not stated) | i
CN1CCN(C(=O)C(=O)NCc2n[nH]c(=O)c3ccccc23)CC1 | i
NC(=O)COc1ccc(-c2nccn2Cc2ccc(F)cc2)cc1 | i
CCCC(=O)Nc1cc(C)nn1-c1ncnc2c1cnn2-c1cccc(Cl)c1 | i
Cc1ccc(-c2cc(O)c3c(c2)CN(C(=O)CN2CCOC2=O)CCO3)s1 | i
O=S(=O)(Cc1ccccc1)NCc1nc2cccnc2n1Cc1ccc(Cl)cc1 | i
Cc1ccccc1N1CCCN(Cc2nc[nH]c2C)CC1 | i
CCOc1ccccc1NCc1cc(=O)n2[nH]c(NCc3ccccc3)nc2n1 | i
Cc1c[nH]c(C(=O)NC2CC(=O)N(Cc3cccc4ccccc34)C2)c1 (configuration not stated) | i
Cc1nc(CN(C)C(=O)c2ccc3cccc(Cl)c3n2)cs1 | i
COc1ccc2[nH]c(CNC(C)Cn3nc(C)cc3C)cc2c1 (configuration not stated) | i
Cc1cc(Nc2cccc(C)c2C)n2nc(-c3cccnc3)nc2n1 | i
COc1ccc(CC2(CO)CCN(c3cnc4ccccc4n3)CC2)cc1 | i

An excerpt of these results, with tabs:
structure	FECH inh
Cc1nc(CN(C)C(=O)c2ccc3cccc(Cl)c3n2)cs1	i
NC(=O)COc1ccc(-c2nccn2Cc2ccc(F)cc2)cc1	i

More records follow.
SMILES | FECH inh
CC(NC(=O)c1ccc2c(c1)nnn2C)c1ccccc1-n1cccn1 (configuration not stated) | i
O=C(Nc1nc2n(n1)C(c1ccc(Cl)cc1)C=C(c1ccc(Cl)cc1)N2)c1ccco1 (configuration not stated) | i
COc1cccc(Cl)c1-c1ccc2oc(C)nc2c1 | i
Cc1cc(C)c2[nH]c(C)c(CC(=O)NCCSc3ncn[nH]3)c2c1 | i
COCCCNS(=O)(=O)c1cc(-c2ccc(=O)[nH]n2)ccc1Cl | i
Cc1cc2c(cc1S(=O)(=O)N1CCCC1C(=O)N1CCCCCC1)OCC(=O)N2 (configuration not stated) | i
COC(=O)c1ccc(NC(=O)c2nc3ccccc3n(C)c2=O)cc1 | i
O=C(Cc1cccc(F)c1)NCCn1c(-c2ccccc2)nc2cccnc21 | i
CCCC(=O)Nc1cccc(C(=O)N(C)Cc2cc(C(C)(C)C)n[nH]2)c1 | i
COc1ccc(OC)c(CN(C(=O)[C@@H]2C[C@H](N)CN2C)C2CCCC2)c1 | i
CCCNC(=O)c1ccc(CN2C(=O)CCn3nc(-c4ccccc4)cc32)cc1 | i
Cc1ccc(-c2ncc3c(=O)n(Cc4ccc(F)cc4)c(=O)n(C)c3n2)cc1 | i
Cc1cc(C)n(Cc2ccc(C(=O)N(C)C(C)c3ccon3)cc2)n1 (configuration not stated) | i
CC1CCCN(C(=O)c2[nH]cnc2C(=O)NC(C)C)C1 (configuration not stated) | i
O=C(c1ccc(Cn2cnnn2)cc1)N1CCN(CC2CCCO2)CC1 (configuration not stated) | i
Cc1ccc(C2=CC(c3ccc(F)cc3)n3nc(NC(=O)c4ccco4)nc3N2)cc1 (configuration not stated) | i
COc1cccc(Nc2nc(NCCCOC(C)C)nc3c2cnn3-c2ccccc2)c1 | i
CCCc1ccc(S(=O)(=O)N2CCN(c3cc(-c4ccc(OC)cc4)ncn3)CC2)cc1 | i
Cc1cc(S(=O)(=O)NCC(=O)N2C[C@H](N(C)C)C[C@H]2CO)ccc1F | i

Not all compounds are listed; count on the stated rates, not on these rows.
